Bioassay records from PubChem.
ERp5 block = ERp5 (human) disulfide isomerase inhibition. Q15084. ERp5 insulin aggregation, absorbance 650 nm, 90 min. inhibition, % at 9.99 µM. actives 0.05% (n = 350,000);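 active = mean replicate inhibition above about 25%, with every replicate also reaching it, limit read from the data, passing the limit was not always enough; inconclusive = only one of those two criteria met; inactive = neither criterion met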
RAD52 inh = RAD52 (human) annealing inhibition; actives 0.46% (n = 360,000); AID 651710; P43351; inhibition, % at 18.7 µM; recombinant RAD52 DNA annealing, FRET fluorescence;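 active = every replicate showing at least 50% inhibition; inconclusive = mean inhibition at least 50% but not in every replicate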
ARNT-TACC3 inh = ARNT/TACC3 interaction disruption; inhibition, % at 9.99 µM; AID 623870; AlphaScreen His-ARNT PAS-B/GST-TACC3 binding, luminescence; TACC3 fragment carries E629A point mutation; actives 0.66% (n = 390,000);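 active = mean inhibition of replicates at least 50% and at least half of replicates each reaching 50%; inconclusive = half or more replicates reach 50% but mean below 50%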;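 also: 0% = complete ARNT plus TACC3 wells and 100% = ARNT alone without TACC3; many hits fall short of the cut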
E-sel inducer = induces E-selectin expression in human endothelial cells. actives 0.37% (n = 260,000). HUVEC E-selectin immunofluorescence imaging; normalized: neutral wells 0, TNF-alpha wells 100. activation, % at 7.58 µM. AID 686992;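 active = mean E-selectin-positive cell signal at least 10% of the positive control, reached in at least 60% of replicates, without over 20% cell loss; inconclusive = no rule given, readout overlaps actives, possibly toxicity-flagged; inactive = the rest, including those meeting only one limit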;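 also: in these data hits start at about 27%; measured in HUVEC primary endothelial cells; signal is the percent of cells scored E-selectin positive by PE staining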
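Read-out: % PE-positive cells | Test system: HUVEC | Doses: One compound dose added by pin transfer | Buffer or medium: EGM-2 over gelatin coat | Signal: Immunofluorescence imaging | Benchmarks: TNF-alpha, DMSO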
esBAF inh = SWI/SNF esBAF complex inhibition | mouse ES cells, Bmi1-luciferase knock-in reporter, 24 h; 100% = twice the neutral-well signal | reporter increase, % at 12.5 µM | actives 2% (n = 350,000); in the data active = activation above about 40%; inconclusive = no clear call, values can overlap the other calls;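 also: 0% = median of the plate's neutral control wells and 100% = double that signal; a rise in the Bmi1 reporter signal indicates esBAF inhibition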
PglD inh = PglD (C. jejuni) enzyme inhibition; inhibition, % at 12.5 µM; actives 0.098% (n = 360,000); purified PglD enzyme, DTNB colorimetric CoA detection; in the data active = inhibition above about 16%, passing the limit was not always enough; inconclusive = no clear call, values can overlap the other calls; also: strong numbers were not always called active
RAD54 inh = inhibitors of human RAD54 branch migration; Q92698; actives 0.14% (n = 360,000); inhibition, % at 10.4 µM; RAD54 Holliday junction branch migration, FAM/BHQ fluorescence;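 active = mean normalized replicate activity at least 40 and at least half of replicates scoring 40 or more; inconclusive = only one of the two criteria met; inactive = mean below 40 and under half of replicates reaching 40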;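 also: 0% = median of neutral control wells and 100% = median of positive control wells; inhibitors cause a drop in the FAM fluorescence signal; in these data hits start at about 50%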
Target sequence (Q92698 whole entry, looked up): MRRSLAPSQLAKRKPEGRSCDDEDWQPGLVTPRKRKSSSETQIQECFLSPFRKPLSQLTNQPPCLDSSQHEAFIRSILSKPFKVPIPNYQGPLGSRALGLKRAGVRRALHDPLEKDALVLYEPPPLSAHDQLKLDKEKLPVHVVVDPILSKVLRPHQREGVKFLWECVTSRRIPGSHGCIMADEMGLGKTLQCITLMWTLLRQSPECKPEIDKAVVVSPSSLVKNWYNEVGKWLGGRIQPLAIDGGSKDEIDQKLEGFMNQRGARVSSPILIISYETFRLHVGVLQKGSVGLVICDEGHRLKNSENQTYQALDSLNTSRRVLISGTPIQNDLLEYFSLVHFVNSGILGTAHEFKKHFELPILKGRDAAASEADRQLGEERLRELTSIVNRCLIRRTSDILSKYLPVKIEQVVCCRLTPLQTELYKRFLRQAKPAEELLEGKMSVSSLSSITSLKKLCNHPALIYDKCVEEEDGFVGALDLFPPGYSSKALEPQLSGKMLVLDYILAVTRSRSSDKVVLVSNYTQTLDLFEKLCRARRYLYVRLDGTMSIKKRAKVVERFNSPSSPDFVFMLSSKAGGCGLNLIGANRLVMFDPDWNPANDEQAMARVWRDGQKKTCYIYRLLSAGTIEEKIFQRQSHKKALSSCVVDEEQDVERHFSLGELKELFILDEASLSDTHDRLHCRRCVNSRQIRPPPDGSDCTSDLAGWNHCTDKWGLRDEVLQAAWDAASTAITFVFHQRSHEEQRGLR
Casp6 inh = blocks human caspase-6 cleavage activity; P55212; purified caspase-6, Z-VEID-R110 cleavage fluorescence; inhibition, % at 12.5 µM; actives 0.53% (n = 350,000); AID 686996;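 active = mean inhibition across replicates at least about 35%, with every replicate also reaching that limit, limit read from the data; inconclusive = only one of the two criteria met; inactive = neither criterion met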;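 also: 0% = median of neutral control wells and 100% = no fluorescence left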
Target sequence (P55212 24-179 limits assumed): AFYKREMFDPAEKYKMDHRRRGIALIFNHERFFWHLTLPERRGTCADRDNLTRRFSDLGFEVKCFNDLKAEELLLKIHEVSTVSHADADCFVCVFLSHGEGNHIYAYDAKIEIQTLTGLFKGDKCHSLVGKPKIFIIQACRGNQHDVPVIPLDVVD
Target sequence (P55212 194-293 limits assumed): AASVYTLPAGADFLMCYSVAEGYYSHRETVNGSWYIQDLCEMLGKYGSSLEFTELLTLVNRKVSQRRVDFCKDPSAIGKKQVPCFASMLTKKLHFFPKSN
Active calls of the source: *; ? = inconclusive; nt = no result given. The order is random (roughly 3.2% active in at least one column).

SMILES	ERp5 block	RAD52 inh	ARNT-TACC3 inh	E-sel inducer	esBAF inh	PglD inh	RAD54 inh	Casp6 inh
COc1ccc(CCNC(=O)c2coc3ccccc3c2=O)cc1OC	2.7	-61.8	-4.6	nt	-6.1	-4.1	-11.3	-1.7
C[C@@H]1CN([C@H](C)CO)C(=O)c2cc(-c3cccnc3)cnc2O[C@H]1CN(C)Cc1ccc(Oc2ccccc2)cc1	-0.6	2.8	7.0	0.6	-8.6	1.0	-3.6	-2.9
C[C@@H](O)C#Cc1ccc([C@@H]2[C@H](CO)N3CCCCN(CC4CC4)C[C@@H]23)cc1	4.7	7.2	0.4	0.3	-6.2	2.8	8.3	-1.9
COC1=C(Nc2ccc(OC)cc2)C(=O)C(OC)=C(Nc2ccc(OC)cc2)C1=O	-2.5	-38.7	2.8	-0.4	-10.5	3.4	3.1	2.7
CCCCCCCCCOC(=O)C1N2C(=O)[C@@H](NC(=O)COc3ccccc3)[C@H]2SC1(C)C (some centres undefined)	3.9	-8.8	-6.6	0.7	9.3	6.7	-22.5	nt
CCOC(=O)Cc1csc(SCC(=O)Nc2cccc(C#N)c2)n1	nt	nt	-7.3	nt	2.3	1.1	-1.7	nt
COc1ccc(Br)cc1/C=N/N1CCN(Cc2ccccc2Cl)CC1	3.4	-2.0	-1.9	0.1	3.3	-5.9	5.8	-4.1
C=CCn1c(COC)nnc1SCC(=O)c1ccc(F)cc1	nt	nt	1.4	nt	3.8	6.0	-8.5	nt
O=C(CCc1nc2ccccc2c(=O)[nH]1)NNC(=O)COc1ccc(Br)cc1	-21.5	-56.6	nt	0.0	nt	nt	nt	2.7
O=c1ccnc(Sc2ncccc2[N+](=O)[O-])[nH]1	nt	nt	-8.0	nt	-2.8	-0.1	7.0	nt
CCOC(=O)Cc1cnc(NC(=O)CSc2nc3ncnc(N)c3[nH]2)s1	2.0	-53.2	-0.6	0.2	nt	nt	nt	1.2
C[C@@H]1CN([C@H](C)CO)C(=O)c2cc(-c3ccccc3)cnc2O[C@@H]1CN(C)C(=O)Cc1cccnc1	5.3	-2.9	-6.3	-0.2	nt	-1.6	10.6	-2.5
Cc1ccc(Oc2ncccc2/C=N/OCc2ccc(Cl)cc2Cl)cc1	nt	nt	1.3	nt	-0.6	-5.3	5.3	nt
COc1ccc(C(=O)Nc2cnn(Cc3ccc(Cl)cc3)c2)cc1OC	nt	nt	15.2	0.2	nt	8.8	4.7	nt
CCNC(=S)Nc1nc2c(cc1C(=O)OCC)CCCC2	3.3	-8.2	-2.7	-0.6	nt	6.3	6.0	-2.0
O=S(=O)(NCc1csc(-c2cccs2)n1)c1ccccc1	?	-5.1	-4.9	-0.1	3.4	2.7	0.4	1.7
O=C(CCc1ccccc1)NNC(=O)C1CCCCC1	nt	nt	-6.3	nt	-4.1	-3.8	-1.9	nt
C[C@@H]1CN([C@H](C)CO)C(=O)c2cc(NC(=O)CCN3CCOCC3)ccc2O[C@@H]1CN(C)S(=O)(=O)c1ccc(F)cc1	-0.8	4.5	-4.7	0.1	-2.8	-1.8	3.1	-1.3
C[C@H]1CN([C@@H](C)CO)C(=O)c2c(c3ccccc3n2C)-c2ccccc2CO[C@@H]1CN(C)Cc1ccncc1	6.9	6.6	-2.4	-0.4	-5.6	4.5	-1.4	4.1
CCN1CCN(c2ncnc3c2sc2nc(N4CCOCC4)c4c(c23)CCC4)CC1	nt	nt	-2.6	nt	-4.4	2.1	6.6	nt
CC(C)c1c(O)nc(SCC(=O)N2CCCCC2)[nH]c1=O	-8.9	-14.5	1.3	nt	-5.9	-2.8	-16.4	0.9
CCC(=O)N1C[C@@H]2[C@H](c3ccccc31)[C@H](CO)N2CC1CCCC1	1.6	8.7	-2.1	-0.5	-7.3	3.3	-1.5	4.3
O=C(NCCC1=CCCCC1)C1CCCN(S(=O)(=O)c2ccc(F)cc2)C1 (centres undefined)	6.2	-5.3	-5.2	nt	11.9	-2.4	8.5	-0.8
COc1ccc(CNC(=O)c2ccc3c(=O)n(-c4ccccc4)c(=O)[nH]c3c2)cc1	nt	nt	0.2	nt	-5.8	-5.8	19.2	nt
O=C(NCc1ccc(F)cc1)C(=O)Nc1nc(C23CC4CC(CC(C4)C2)C3)cs1	3.1	-13.2	-24.5	nt	6.7	nt	nt	-2.3

(list continues)
SMILES	ERp5 block	RAD52 inh	ARNT-TACC3 inh	E-sel inducer	esBAF inh	PglD inh	RAD54 inh	Casp6 inh
O=c1[nH][nH]c2ccccc2c1=O	-2.2	-13.1	-42.6	0.2	nt	5.8	-8.7	5.2
O=C(C[C@H]1C=C[C@H](NC(=O)Nc2ccc3c(c2)OCO3)[C@@H](CO)O1)NCc1ccccc1	-5.3	-1.5	-12.2	0.1	-0.6	1.5	-8.0	0.7
CCOc1ccc(N(CC(=O)NCc2ccco2)C(=O)CCC(=O)Nc2ccccn2)cc1	0.5	-0.7	-6.3	nt	-0.2	-3.3	5.8	3.1
O=C(N/N=C/c1ccc2c(c1)OCO2)c1cccc2ccccc12	2.7	10.9	nt	nt	7.4	0.3	-2.0	-0.9
Cc1ccc(NC(=O)CSc2ccc3nnc(-c4ccccn4)n3n2)cc1	-10.9	-16.4	20.2	-0.1	nt	-5.6	-4.5	-0.5
Cc1nc2ccccc2n1C1CCN(CC(=O)Nc2ccccc2Br)CC1	-3.4	-2.7	-2.6	-0.2	nt	nt	nt	-0.3
CCOC(=O)C(=O)N1CCC(C(=O)OCC)CC1	5.6	-7.0	-4.8	nt	17.7	-3.4	-1.9	4.5
COc1ccc(C(=O)Nc2ncc3c(n2)-c2ccccc2CC3)cc1	nt	nt	-3.8	nt	4.3	0.8	9.7	nt
CCS(=O)(=O)N1CCC(C(=O)Oc2ccc(C(=O)OC)cc2)CC1	-2.1	-15.8	3.1	0.1	-2.8	5.6	-5.5	2.1
Cc1ccc(/C=N/n2c(C)cc(C)c(C#N)c2=O)cc1	nt	nt	-1.8	nt	-2.1	-1.2	-3.5	nt
CC(C)NC(=O)c1ccc(CS(=O)(=O)c2ccc(Br)cc2)o1	0.8	-6.7	nt	0.0	0.2	4.0	3.1	0.9
Cc1ccc(C)c(NC(=O)CCN2CCCC(C)C2)c1 (centres undefined)	1.7	-12.5	-2.9	nt	-7.1	-5.6	-4.2	0.0
O=C1CC(c2cccc(Cl)c2)c2cc3c(cc2N1)CCC3 (centres undefined)	0.9	-11.4	-1.2	nt	-10.2	-2.9	5.2	-2.5
Cc1nc2cc(OCc3cc(C(=O)NC(C)c4cn(C)nc4C)no3)ccc2s1 (centres undefined)	0.4	0.7	-7.1	nt	nt	4.8	-13.0	-1.2
COCCC(=O)N1CCC(Oc2ccc(C(=O)N(C)CCCC3CCCC3)cc2)CC1	nt	0.3	-1.5	nt	?	-0.1	-0.3	6.0
CC1(C)CC(=O)C/C(=N/NC(=O)COc2ccc(Cl)cc2Cl)C1	-1.2	2.4	-2.6	1.4	2.8	nt	nt	-0.1
O=C1CSC(c2cccc([N+](=O)[O-])c2)N1Cc1ccccc1 (centres undefined)	-0.1	-9.2	2.4	nt	-6.0	-2.3	-7.7	0.1
O=S(=O)(c1ccccc1)N1CCCCN2[C@H](CO)[C@@H](c3ccc(-c4cncnc4)cc3)[C@@H]2C1	-8.3	0.5	-2.3	0.5	nt	-1.8	-3.8	-3.7
COc1cccc(C2C(C(=O)c3ccco3)=C(O)C(=O)N2CCCN2CCOCC2)c1OC (centres undefined)	-3.3	-8.6	-42.7	0.2	-2.3	nt	nt	0.5
O=P(c1ccccc1)(c1ccccc1)C(c1ccccn1)P(=O)(c1ccccc1)c1ccccc1	2.5	-17.2	nt	nt	nt	3.7	-4.8	1.0
Cc1cccc(NCc2ccc(N(C)C)cc2)n1	3.6	-8.3	12.8	0.0	22.8	2.5	-5.1	-2.2
CCC(=O)N1C[C@H](C)[C@@H](OC)CN(C)C(=O)c2cc(NC(=O)Nc3cccc(F)c3)ccc2OC[C@H]1C	0.0	-3.1	-7.5	0.1	4.1	1.2	3.8	0.7
Nc1ncnc2c1ncn2[C@@H]1O[C@H](CN2CCCS2(=O)=O)[C@@H](O)[C@H]1O	1.6	-0.8	3.5	0.8	-5.1	0.1	1.0	-5.0
Cn1cccc1C(=O)OCC(=O)NC1CCS(=O)(=O)C1 (centres undefined)	-4.5	-14.6	-2.7	nt	nt	nt	nt	-2.5
CCCN(C)C[C@@H]1Oc2ncc(-c3ccccc3OC)cc2C(=O)N([C@@H](C)CO)C[C@@H]1C	1.5	-2.1	-3.3	-0.5	-3.0	1.1	3.0	-0.6

(more compounds)
SMILES	ERp5 block	RAD52 inh	ARNT-TACC3 inh	E-sel inducer	esBAF inh	PglD inh	RAD54 inh	Casp6 inh
Cc1cc(-c2ccccc2C(=O)NC2CCCCC2)on1	1.7	-8.3	-10.2	0.4	nt	nt	nt	3.3
COC(=O)c1ccccc1N=Nc1c(N)[nH][nH]c1=O	4.2	-11.6	-1.2	3.2	nt	nt	nt	-0.8
CCCCCc1nnc(NC(=O)c2cccc(S(=O)(=O)N3CCOCC3)c2)s1	-1.3	-14.4	3.0	0.3	-10.1	4.9	6.6	0.7
C=CCOC(=O)c1ccccc1C(=O)OCC=C	5.9	1.0	0.0	nt	6.6	0.3	0.2	3.4
CC1CCN(S(=O)(=O)c2ccc(C(=O)OCc3ccc4c(c3)OCO4)cc2)CC1	nt	nt	2.9	nt	-0.8	1.7	0.9	nt
COc1ccc(CC(=O)N(Cc2ccccc2)c2ccc(C)cc2)cc1S(=O)(=O)N1CCOCC1	-0.6	-56.6	8.1	nt	8.1	-7.4	-5.1	-123.4
CCC(CC)C(=O)c1c[nH]c(C(=O)NCc2ccccc2OC)c1	-0.5	-8.4	2.2	nt	0.6	1.7	6.0	-0.6
CCC(=O)Nc1cccc(NC(=O)c2ccc(Br)cc2)c1	3.3	-11.4	-2.2	nt	nt	nt	nt	-2.1
O=C(c1ccco1)N1CCN(C23CC4CC(CC(C4)C2)C3)CC1	-3.4	-46.4	2.9	1.4	-7.9	-7.2	7.3	-2.5
COc1cccc(CCC(=O)Nc2cc3c(cc2C(=O)O)OCCCO3)c1OC	-2.6	-9.8	-1.9	-0.3	-8.6	3.4	15.4	2.7
O=C(CSc1ccc2c(c1)OCCO2)Nc1cccnc1Cl	-4.8	-0.8	nt	nt	-7.5	-1.8	4.2	-1.0
C[C@H]1CN([C@@H](C)CO)C(=O)c2cccc(NS(=O)(=O)c3ccccc3)c2O[C@H]1CN(C)CC1CC1	5.5	11.8	-5.4	-13.2	-2.6	-9.4	-0.5	-2.0
C[C@@H]1CN([C@H](C)CO)C(=O)c2cc(NC(=O)NC3CCCCC3)ccc2O[C@H]1CN(C)C(=O)Nc1ccc(C(F)(F)F)cc1	-7.4	-26.5	-2.2	1.1	5.3	3.9	-12.3	1.5
FC(F)(F)c1ccc(-c2csc(-c3ccno3)n2)cc1	2.3	-19.3	-13.2	4.8	50.1*	nt	nt	0.0
Cc1ccc(NC(=O)c2sc3nc(C)nc(N4CCN(c5ccccn5)CC4)c3c2C)c(C)c1	0.2	-2.9	1.0	2.0	-2.7	3.9	0.8	-0.5
CCCCCCCCNCCS(=O)(=O)NCc1ccccc1	4.0	-4.0	-6.4	-0.2	-9.1	1.5	-8.1	1.8
COc1ccc(S(=O)(=O)Nc2cccc3c2O[C@H](CN(C)Cc2ccc(-c4ccccc4)cc2)[C@H](C)CN([C@@H](C)CO)C3=O)cc1	-3.7	6.6	-6.7	0.0	-8.7	3.0	2.3	-7.3

As entered above:
Reading of `CC1CCN(S(=O)(=O)c2ccc(C(=O)OCc3ccc4c(c3)OCO4)cc2)CC1` in ARNT-TACC3 inh: 2.9
Reading of `C[C@@H]1CN([C@H](C)CO)C(=O)c2cc(-c3cccnc3)cnc2O[C@H]1CN(C)Cc1ccc(Oc2ccccc2)cc1` in RAD52 inh: 2.8
